# Assay outcomes from PubChem.
# NR2E3 ag-1 = inhibitors of NR2E3-RetCOR corepressor binding, primary screen, NR2E3 agonist project, biochemical, TR-FRET, GST-NR2E3, biotin-RetCOR; AID 2300, 2010; inhibition of corepressor binding, % at 4.78 µM; 1536-well; 320,000 compounds, 0.12% hits;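 active = percent inhibition above the cutoff of mean plus 3 SD of all tested compounds, set per screening campaign, cut at about 20% in these data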;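 note: 0% = DMSO wells and 100% = biotin wells as full block of FRET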
# Target sequence (Q9Y5X4 whole entry, looked up): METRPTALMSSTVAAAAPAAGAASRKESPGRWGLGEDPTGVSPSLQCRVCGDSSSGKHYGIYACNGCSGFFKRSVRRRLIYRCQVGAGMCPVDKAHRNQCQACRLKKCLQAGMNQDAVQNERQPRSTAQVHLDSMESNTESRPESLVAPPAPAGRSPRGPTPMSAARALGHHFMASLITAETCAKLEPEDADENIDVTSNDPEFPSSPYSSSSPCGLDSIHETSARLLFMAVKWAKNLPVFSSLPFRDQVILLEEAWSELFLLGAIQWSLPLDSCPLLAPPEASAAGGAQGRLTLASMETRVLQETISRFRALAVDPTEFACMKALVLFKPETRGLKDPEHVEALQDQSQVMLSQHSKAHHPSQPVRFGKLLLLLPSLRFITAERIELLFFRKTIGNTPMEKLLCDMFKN
#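 Test system: GST-NR2E3 and biotin-RetCOR proteins | Quantity: 1.35 nM GST-tagged NR2E3 final | Medium: Tris pH 7.5 | Also added: 7 nM biotin-RetCOR | Dosing: Compound at 4.8 µM, single dose | Timing: 5 h at 4 °C | Detection: Time-resolved FRET | Read-out basis: Percent inhibition | Benchmarks: Biotin wells as high control, 0.6% DMSO wells as low control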
# aDG glyco up = activators of alpha-DG glycosylation, primary screen, uHTS, Pro5-aDG cells, AlphaScreen; activation, % at 10 µM; 360,000 compounds, 0.22% hits; alpha-DG glycosylation AlphaScreen (IIH6); 0% Pro5, 100% B10-LARGE cell signal; AID 624168, 2012;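 active = activation of at least 8% versus controls, or a plate z-score of at least 8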;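 note: Pro5 are CHO cells carrying HIG-tagged alpha-DG that lacks glycosylation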
# Vif imaging = HIV Vif self-association inhibitors, primary screen, imaging, HEK293T, single point; HEK293T cells, Vif self-association by quenched fluorescence, 24 h; inhibition, % at 7.49 µM; 340,000 compounds, 0.35% hits; in the data active = inhibition above about 50%, passing the limit was not always enough; note: some results filed as inactive read as strong as hits
# hiPSC survival = enhancers of single-cell hiPSC survival, primary screen, ATPlite luminescence; 100% = ROCK inhibitor wells, 0% = DMSO; 360,000 compounds, 0.044% hits; survival enhancement, % at 20 µM; in the data active = survival enhancement above about 18%;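 note: cells exposed to compounds for 16 hours before the ATP read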
# NR2E3 ag-2 = NR2E3 agonists in two-hybrid cells, primary screen, cell-based, luminescence, CHO-S, Gal4-NCOR/VP16-NR2E3; luciferase; inhibition of corepressor binding, % at 3.98 µM; 360,000 compounds, 0.35% hits; AID 602229, 2012;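 active = inhibition above the mean of all tested compounds plus 3 SD, cut at about 70% in these data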;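 note: 0% = DMSO with NR2E3 transfected cells and 100% = cells lacking NR2E3 construct; higher means lower luciferase signal from less NR2E3 corepressor binding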
# Granule exo inh = LAMP-1 surface exposure blockers, TALL-104 cells – cell-based, flow cytometry, MLPCN library, primary screen | TALL-104 LAMP-1 surface exposure; cells stimulated with thapsigargin and PMA | inhibition, % at 10 µM | 360,000 compounds, 0.66% hits;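 active = inhibition above about 55%, limit read from the data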
# HIF-2a block = HIF-2a reporter inhibitors, primary screen, luminescence, 786-0 RCC cells. 786-0 RCC cells HIF-2a reporter, luciferase luminescence, overnight. inhibition, % at 18.8 µM. 360,000 compounds, 0.72% hits;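 active = inhibition of the luminescence signal of 40% or more relative to plate controls, in a single-dose primary screen at 18.75 µM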
# PDI turbidity = inhibitors of human PDI, primary screen, biochemical, turbidity, single point, plate reader; PDI insulin aggregation turbidity, A650, 90 min; inhibition, % at 10 µM; 350,000 compounds, 0.052% hits; AID 588391, 2011;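 active = mean inhibition across replicates of 30% or more, whatever share of single replicates reach that level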;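 note: absorbance from insulin aggregation driven by PDI reduction with DTT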
# Target sequence (P07237 whole entry, looked up): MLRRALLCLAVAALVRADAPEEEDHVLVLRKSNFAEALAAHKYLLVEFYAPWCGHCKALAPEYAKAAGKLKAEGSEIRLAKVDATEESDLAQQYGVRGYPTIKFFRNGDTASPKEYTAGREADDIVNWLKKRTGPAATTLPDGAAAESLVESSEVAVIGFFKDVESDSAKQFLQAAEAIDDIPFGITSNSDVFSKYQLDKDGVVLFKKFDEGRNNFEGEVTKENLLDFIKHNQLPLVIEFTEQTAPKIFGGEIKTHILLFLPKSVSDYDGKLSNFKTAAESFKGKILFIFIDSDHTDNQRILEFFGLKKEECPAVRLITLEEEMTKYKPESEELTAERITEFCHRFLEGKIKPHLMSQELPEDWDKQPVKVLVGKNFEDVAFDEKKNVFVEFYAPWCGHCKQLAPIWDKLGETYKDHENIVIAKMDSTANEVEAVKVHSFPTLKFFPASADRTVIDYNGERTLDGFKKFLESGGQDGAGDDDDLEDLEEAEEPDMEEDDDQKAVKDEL
# TRPM1 prom inh = inhibitors of MITF-dependent TRPM1 promoter reporter, primary screen, cell-based, SK-MEL-5, single point, luciferase | AID 488899, 2010 | inhibition, % at 12.5 µM | 330,000 compounds, 0.83% hits | SK-MEL-5 TRPM1 promoter luciferase, 24 h;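 active = mean inhibition across replicates of 60% or more, whatever share of single replicates reaches that level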; note: values of inactives mirror those of a sister screen read the other way
# Peg3 prom inh = Peg3 promoter-driven luciferase inhibitors, primary screen, cell-based, HeLa, luciferase luminescence; HeLa PEG-Prom luciferase reporter, overnight; inhibition, % at 20 µM; 360,000 compounds, 1.7% hits; AID 588405, 2011;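 active = inhibition of at least 50% at 20 µM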
# CaV13 ICDI inh = Disruptors of the CACNA1D IQ motif to Ca2+-dependent inactivation inhibitor domain association, primary screening, Förster resonance energy transfer in intact living … | AID 743397 | HEK cells, CFP/YFP FRET ICDI-IQ, plate reader, 10 min; percent FRET-ratio fall versus neutral wells | 340,000 compounds, 0.098% hits | inhibition, % at 12.3 µM;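 active = mean replicate inhibition of at least 30% and at least 1% of replicates passing that level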;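 note: 0% = median of the neutral control wells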
# Numbers without * were called inactive; · = not tested or not shown.
SMILES,NR2E3 ag-1,aDG glyco up,Vif imaging,hiPSC survival,NR2E3 ag-2,Granule exo inh,HIF-2a block,PDI turbidity,TRPM1 prom inh,Peg3 prom inh,CaV13 ICDI inh
O=C(N[C@@H](Cc1ccccc1)C(=O)OCc1ccccc1)c1nc[nH]c1C(=O)NC(c1ccccc1)c1ccccc1,5,0.2,0,-1.8,-34,-8,12,-6,5,11,-5
CCOC(=O)c1sc(NC(=O)c2cc3n(n2)C(C(F)(F)F)CC(c2cccs2)N3)c(C(=O)OCC)c1C (stereo not given),-4,0.4,10,8.0,-19,-1,-11,4,-8,24,0
O=C(NCc1ccccc1)c1cc(-n2cnnc2)ccc1Cl,1,-0.1,8,2.4,2,1,9,-13,3,7,-2
CN(C)C1(CNC(=O)C2CCN(S(=O)(=O)c3cc(Cl)ccc3Cl)CC2)CCCCC1,-3,2.8,12,-0.3,-2,1,19,-1,-11,-4,-4
CC1=C(C(=O)N(C(C)C)C(C)C)CC(CC(=O)NCCN2CCOCC2)C(=O)N1CCCN1CCCC1=O (stereo not given),·,-0.1,·,2.1,24,1,6,·,·,1,-4
CSc1nc2[nH]c3c(c2c2nncn12)CC(C)(C)OC3,0,0.1,16,-2.4,13,-1,11,6,-4,5,·
O=C(NC(CSCc1ccccc1)C(=O)N/N=C/c1ccc(O)cc1O)c1ccc([N+](=O)[O-])cc1 (stereo not given),-3,0.5,-5,-2.2,-18,0,13,23,70*,51*,-3
CCO[C@@H]1OC(C(=O)Nc2ccccc2)=C[C@H](C)[C@H]1CCCO,2,0.1,-4,2.5,-7,-7,-24,-2,-11,-10,-5
CCn1c(Cc2c(C)[nH]c3ccccc23)nnc1SCC(N)=O,-2,0.3,0,2.5,-2,-1,10,0,-4,-6,-9
CC(=O)Cc1nsc(NC(=O)c2ccc(-c3cc(C(F)(F)F)ccc3Cl)o2)n1,1,0.0,-4,-2.4,-2,4,6,-10,3,10,-4
C/C(Cl)=C/Cn1c(=O)c2c(nc(Br)n2Cc2ccccc2)n(C)c1=O,-3,0.0,-2,0.8,1,0,6,26,1,16,-1
CCC1CN(C(=O)N2CCC(C(=O)NCc3ccc(C)o3)CC2)c2cc(C)ccc2O1 (stereo not given),-1,1.3,-9,0.0,-9,12,-2,1,-3,3,-1
Cc1cccc(NC(=O)CCc2nc3sc4c(c3c(=O)[nH]2)CCCC4)n1,-5,-0.2,-1,-0.5,14,7,6,1,5,-11,-2
CCCOc1ccc(C(=O)CCC(=O)NNC(=O)Cn2nc(C)cc2C)cc1,0,0.1,-6,-0.4,-48,-8,5,4,4,8,-6
O=C(Nc1ccccc1)c1ccccc1NC(=O)c1ccccc1[N+](=O)[O-],1,-0.1,2,-0.6,5,-8,22,4,3,22,-3
c1ccc(Nc2ccccn2)cc1,-2,0.0,7,-3.6,4,-5,-6,0,-11,-10,·
CCCCNC(=O)Nc1cc(C(F)(F)F)c[nH]c1=O,-3,0.8,0,1.8,-12,-1,13,16,4,14,-5
CCn1c2ccccc2c2cc(NC(=O)COc3ccccc3)ccc21,0,-0.3,2,-1.5,19,0,-8,1,5,-4,-7
N=c1oc2ccccc2cc1-c1nc(-c2ccccc2)cs1,5,-0.2,-6,-2.3,-53,2,-162,3,-20,-87,-6
COc1cccc(C(CC(=O)NCc2ccco2)NS(=O)(=O)c2ccc(C)cc2)c1OC (stereo not given),2,0.1,7,-1.4,-10,-3,-1,3,-7,2,·
Cc1onc(-c2ccccc2)c1C(=O)N1CCN(c2ccccc2F)CC1,4,0.1,-10,-0.4,1,-1,7,5,2,-1,-3
COc1ccccc1OCCNc1cc(N2CCOCC2)ccc1[N+](=O)[O-],1,0.1,·,-1.2,-55,-4,-92,-3,-28,-68,-7
CC(=O)Nc1ccc(NC(=O)c2ccccc2Br)cc1,·,-0.2,·,-2.4,-16,3,-18,-3,·,1,-5
CCC(=O)N1N=C(c2ccccc2)CC1c1ccccc1 (stereo not given),-1,-0.1,-7,0.5,-6,-2,-5,-2,8,4,-2
CCOC(=O)Nc1ccc2c(c1)N(C(=O)CN1CCN3CCCC3C1)c1ccccc1CC2 (stereo not given),0,-0.2,12,6.2,4,-1,10,-4,5,0,-7

# Two entries from above, as labelled records.
> CCCOc1ccc(C(=O)CCC(=O)NNC(=O)Cn2nc(C)cc2C)cc1
  NR2E3 ag-1: 0; aDG glyco up: 0.1; Vif imaging: -6; hiPSC survival: -0.4; NR2E3 ag-2: -48; Granule exo inh: -8; HIF-2a block: 5; PDI turbidity: 4; TRPM1 prom inh: 4; Peg3 prom inh: 8; CaV13 ICDI inh: -6
> O=C(Nc1ccccc1)c1ccccc1NC(=O)c1ccccc1[N+](=O)[O-]
  NR2E3 ag-1: 1; aDG glyco up: -0.1; Vif imaging: 2; hiPSC survival: -0.6; NR2E3 ag-2: 5; Granule exo inh: -8; HIF-2a block: 22; PDI turbidity: 4; TRPM1 prom inh: 3; Peg3 prom inh: 22; CaV13 ICDI inh: -3

# Continuation.
SMILES,NR2E3 ag-1,aDG glyco up,Vif imaging,hiPSC survival,NR2E3 ag-2,Granule exo inh,HIF-2a block,PDI turbidity,TRPM1 prom inh,Peg3 prom inh,CaV13 ICDI inh
COc1ccc([N+](=O)[O-])cc1-n1cnnn1,-2,0.0,-1,0.3,-19,-1,16,0,7,-1,-2
CC(NC(=O)COc1ncnc2cc([N+](=O)[O-])ccc12)c1ccccc1 (stereo not given),-2,-0.3,4,-1.6,-16,-1,7,7,9,7,-5
Cc1ccc(NC(=O)CSc2nc3ccccc3c(=O)n2CC2CCCO2)cc1 (stereo not given),0,0.2,-17,-0.4,0,-2,-10,-8,-1,7,-6
CC(=O)NC(c1ccccc1)c1cccnc1 (stereo not given),-1,-0.1,22,6.0,12,-2,5,-3,1,-3,-5
CC1(c2ccc(OC(F)F)cc2)NC(=O)N(CC(=O)Nc2ccc(F)cc2)C1=O (stereo not given),4,0.0,-6,-0.5,13,2,1,-2,7,11,-4
COC(=O)[C@@H](Cc1ccccc1)NC(=O)/C=C/[C@H]1O[C@@H](n2cnc3c(NC(=O)c4ccccc4)ncnc32)[C@H](O)[C@@H]1O,·,0.1,·,3.5,-8,-3,14,·,·,-8,-5
O=C(Nc1ccc(Cl)c(Cl)c1)Nc1ccon1,-2,-0.5,-1,-0.3,-80,8,-51,-10,1,-42,-6
O=C(C(Cc1ccccc1)n1cccc1)N1CCN(C2CCCCC2)CC1 (stereo not given),-1,-0.3,9,1.1,-33,10,9,·,·,6,15
CC1=CSC2=NC(C(F)(F)F)(C(F)(F)F)NC(=O)N12,4,0.1,-8,0.8,-1,0,12,1,11,12,2
COc1ccccc1-c1cc(C(F)(F)F)nc(NCc2ccco2)n1,0,0.2,·,-1.3,1,3,12,14,13,8,-6
Cn1nc(C(F)(F)F)c2cc(NC(=O)OCc3ccc(F)cc3)sc21,2,0.4,·,4.1,-12,1,1,-9,-10,20,·
CCOC(=O)N1CCC(NC(=O)Cc2ccccc2)CC1,2,-0.1,0,-0.7,4,8,13,4,-6,1,-19
COc1ccccc1CNC(=O)C1CCN(C(=O)N(C)C)CC1,-2,0.1,32,1.1,-31,-3,13,-1,3,-7,-4
O=C(Nc1ccccc1)c1nnsc1S(=O)c1ccc(Cl)cc1 (stereo not given),-3,-0.9,-29,-4.0,-66,60*,35,-8,24,88*,-4
O=C(CN1C(=O)NC2(CCCCC2)C1=O)Nc1cccc(Cl)c1Cl,0,-0.3,1,0.1,-11,-1,11,1,-14,17,-2
C(/CCc1ccccc1)=N\Nc1nc2ccccc2[nH]1,2,-0.3,·,-2.3,-52,2,-142,7,-1,-201,-5
NC(=O)c1ccsc1NC(=O)COC(=O)CNC(=O)c1cccc([N+](=O)[O-])c1,4,0.5,-1,-0.2,-6,-3,10,-3,13,11,-5
Nc1ccc(S(=O)(=O)c2ccc(Cl)cc2)cc1,1,0.0,3,-1.6,0,-7,15,2,8,-1,-2
O=C(CCN1C(=O)CSC1=O)Nc1ccc(Br)cc1,3,-0.1,19,-1.6,-14,1,5,-3,-5,4,-5
C[C@@H]1CN([C@@H](C)CO)C(=O)CCCn2cc(nn2)CO[C@H]1CN(C)S(=O)(=O)c1cccs1,·,0.2,-4,-1.6,8,4,9,1,·,0,-5
O=C(O)c1ccc(NS(=O)(=O)/C=C/c2ccccc2)cc1O,2,-0.2,18,-2.6,7,-2,-3,0,-2,11,-8
CCc1ccc(NC(=O)CC2C(=O)N(c3ccc(C)cc3)C(=O)N2C2CC2)cc1 (stereo not given),2,0.0,-3,-0.1,-1,2,14,7,-1,16,2
S=C(NCc1cccnc1)Nc1ccc2c(c1)OCO2,4,0.3,-4,-0.5,-5,-1,-22,0,-1,-2,-2
O=S(=O)(Nc1ncccn1)c1ccc(NC(=S)Nc2ccccc2)cc1,-2,-0.3,·,-0.5,-5,1,-20,4,-5,-10,·
COc1ccc(OC)c(/C=C/C(=O)OCC(=O)NC2CCCCCCC2)c1,2,0.1,-5,2.0,3,6,9,8,·,4,-6

# (further entries)
SMILES,NR2E3 ag-1,aDG glyco up,Vif imaging,hiPSC survival,NR2E3 ag-2,Granule exo inh,HIF-2a block,PDI turbidity,TRPM1 prom inh,Peg3 prom inh,CaV13 ICDI inh
CC(NC(=O)c1ccccc1)C(=O)OCC(=O)c1ccc(Br)cc1 (stereo not given),0,0.0,17,-0.8,-23,0,6,·,16,3,-7
Cc1ccc(OCC(O)CN2CCN(CCO)CC2)c(C)c1 (stereo not given),2,-0.1,7,-0.4,-19,16,16,8,4,11,-3
Cc1cc(NC(=O)CCC2CCCC2)no1,-4,-0.3,·,1.4,-4,1,-108,1,-35,-61,-7
CCOC(=O)Nc1ccc2c3c(cccc13)-c1ccccc1-2,·,1.9,22,0.1,-128,2,-159,-60,-13,-92,-10
O=C(O)c1ccc(NCc2nc3cc4ccccc4cc3[nH]2)cc1,·,0.2,5,0.6,-25,-6,7,-60,-5,-1,-5
COC(=O)c1c(NC(=O)CC2SC(N)=NC2=O)sc2c1CCC(C)C2 (stereo not given),-1,0.0,12,-2.4,-20,8,0,-6,0,-3,-2
C1CCC(OCCN2CCN(CCOC3CCCCC3)CC2)CC1,0,0.0,3,2.1,-9,-4,14,-8,2,2,-9
CO/N=C/NC(=O)c1ccc([N+](=O)[O-])c(CS(=O)(=O)c2ccc(Cl)cc2)c1,3,0.3,28,-1.6,8,-16,16,8,10,11,·
CCN1CCCC1CNC(=O)CSc1cc(=O)n(C)c2cc(Cl)ccc12 (stereo not given),-3,-0.4,·,8.4,-10,4,13,1,-2,-114,-4
COc1ccc(S(=O)(=O)Nc2cccc3c2O[C@H](CN(C)S(=O)(=O)c2ccc(Cl)cc2)[C@H](C)CN([C@H](C)CO)C3=O)cc1,·,0.0,13,-1.0,-41,1,17,12,2,5,-4
